TCR act – Activators of T cell receptors: qHTS campaign; Potency, µM (doses to about 9.22 µM), for inactives: at the top dose activation of IL-2 secretion, hits mostly activators; primary human leukocytes, anti-CD3, IL-2 HTRF, 48 h; 330,000 tested, under 10 active; AID 504894, 2011; also: % of control where 0% means no effect
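1) Mix primary human leukocytes, a-CD3 beads and compound. 2) Incubate 48 hr. 3) Add HTRF IL-2 reagents (a-IL-2-K, a-IL-2-d2).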
Mito fusion yeast – qHTS Assay for Small Molecule Inhibitors of Mitochondrial Division or Activators of Mitochondrial Fusion; Potency, µM (highest dose often 46.1 µM), without a hit: at the highest dose growth rescue (activation), usual class: activators; S. cerevisiae fusion-defective mutant growth rescue, CellTiterGlo 48 h; 0.23% of 320,000 active;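 also: potency is read from the fitted curve at half-maximal effect; % of control where 0% means no effect; nearly all actives have a fitted effect of over 45% in size; temperature-sensitive fusion mutants such as fzo1-1 at 37 °C on non-fermentable ethanol glycerol medium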
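Temperature-sensitive fusion-defective S. cerevisiae (e.g. fzo1-1, mgm1-5) were grown with compound in YPEG medium (3% ethanol, 3% glycerol) for 48 hours at 37C. Growth rescue was measured as viability by CellTiterGlo luminescence after 10 minutes at ambient.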
AT treatment – qHTS Assay for Identifying a Potential Treatment of Ataxia-Telangiectasia; […] A-T fibroblasts, KAP-1 phosphorylation AlphaLISA; neocarzinostatin DNA damage 30 min before lysis; Potency, µM (titrated, usually from 57.5 µM), without a hit: at the top dose activation, usual class: activators; 0.19% of 320,000 active; also: potency is read from the fitted curve at half-maximal effect; % of control where 0% means no effect; nearly all actives have a fitted effect of over 45% in size
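hTERT-immortalized A-T patient fibroblasts ([…]), 500 cells/well in OPTI-MEM, 1% FBS, got compounds for 60 min, then NCS for 30 min at 37C. Lysates were then assayed for phospho-KAP-1 by AlphaLISA (anti-pKAP1 donor, anti-KAP1 acceptor beads), 6 hr at 25C.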
Eya2 phos inh – qHTS Assay for Inhibitors of the Phosphatase Activity of Eya2 | Potency, µM (top dose mostly 76.9 µM), without a hit: at the top dose activity, negative = inhibition, hits mostly inhibitors | 0.006% of 330,000 active | recombinant Eya2, OMFP fluorescence dephosphorylation (OMFP is methylfluorescein phosphate); also: potency is read from the fitted curve at half-maximal effect; % is scaled to controls: 0 for no effect and ±100 for the full control effect
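Eya2 protein (added as 0.2 uM solution) was preincubated with compound for 10 min at ambient temperature in 50 mM HEPES pH 7.5, 50 mM NaCl, 5 uM MgCl2, 0.05% BSA, 1 mM DTT. OMFP (added at 50 uM) then reacted 10 min; fluorescence read at 485/525 nm.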
KCNH2 3.1 block – qHTS for Inhibitors of KCHN2 3.1: Mutant qHTS | activity change, % (tested at about 1.8 µM) | Potassium voltage-gated channel subfamily H member 2, brain isoform KCNH2 3.1 (human) | 0.95% of 340,000 active | U2OS KCNH2 3.1, thallium flux FluxOr; stronger effect = lower value;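 active = maximum activity change below -70%; inconclusive = maximum activity change from -70% to -50%; inactive = maximum activity change above -50%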;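 also: thallium influx rate constant from kinetic fluorescence after stimulation buffer; % is scaled to controls: 0 for no effect and ±100 for the full control effect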
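U2OS cells transduced with KCNH2 3.1 mutant virus (1.77 x 10^8 /mL, 4 h), plated overnight at 37 C, loaded 45 min with FluxOr dye plus Red40 quencher. Thallium flux rate constant from kinetic reads after stimulation buffer, normalised to controls.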
USP2a block – qHTS Assay for Inhibitors of Ubiquitin-specific Protease USP2a Using CHOP2 as the Reporter. Ubiquitin carboxyl-terminal hydrolase 2 (Homo sapiens), O75604. USP2 core, Ub-CHOP2 coupled fluorogenic reporter, 485/531. Potency, µM (highest dose often 38.3 µM), without a hit: top-dose activity change, negative = inhibition, most hits filed as inhibitors. 0.01% of 330,000 active. AID 463254, 2010;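 also: potency is read from the fitted curve at half-maximal effect; plate controls were DMSO wells for no effect and full inhibition by NEM control for full effect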
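Deubiquitinase activity read as fluorescence (485/531 nm) after Ub-CHOP2 cleavage activates the enterokinase reporter on its substrate; USP2 core 10nM, Ub-CHOP2 and substrate 25nM each, 30min compound preincubation then 60min RT; data normalized to NEM, curves fitted.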
KCNH2 WT inh – qHTS for Inhibitors of KCHN2 3.1: Wildtype qHTS; U2OS, BacMam KCNH2, thallium flux FluxOr; stronger effect = lower value; activity change, % at 1.84 µM; Voltage-gated inwardly rectifying potassium channel KCNH2 (Homo sapiens), Q12809; AID 720551, 2013; 0.37% of 340,000 active;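 active = maximum activity change below -70%; inconclusive = maximum activity change between -70% and -50%; inactive = maximum activity change above -50%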; also: % is scaled to controls: 0 for no effect and ±100 for the full control effect
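U2OS cells were transduced with wild-type KCNH2 virus (2.03 x 10^8 / mL) for 4 h at room temperature, then cultured overnight at 37 C. Thallium flux was read with FluxOr dye. Rate constants were normalized to DMSO controls.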
TSHR antagonist – Antagonists of the Thyroid Stimulating Hormone Receptor: HTS campaign | TSHR-expressing cells, TSH-stimulated cAMP HTRF, 2 h; stronger effect = lower value | activity change, negative = inhibition, % at 11.5 µM | Thyrotropin receptor (Homo sapiens), P16473 | 0.2% of 330,000 active;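 active = activity change below a set negative limit, meaning inhibition stronger than a set level, cut at about -70% in these data; inconclusive = activity change between two set negative limits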; also: % is scaled to controls: 0 for no effect and ±100 for the full control effect
Target sequence (P16473 whole entry, looked up): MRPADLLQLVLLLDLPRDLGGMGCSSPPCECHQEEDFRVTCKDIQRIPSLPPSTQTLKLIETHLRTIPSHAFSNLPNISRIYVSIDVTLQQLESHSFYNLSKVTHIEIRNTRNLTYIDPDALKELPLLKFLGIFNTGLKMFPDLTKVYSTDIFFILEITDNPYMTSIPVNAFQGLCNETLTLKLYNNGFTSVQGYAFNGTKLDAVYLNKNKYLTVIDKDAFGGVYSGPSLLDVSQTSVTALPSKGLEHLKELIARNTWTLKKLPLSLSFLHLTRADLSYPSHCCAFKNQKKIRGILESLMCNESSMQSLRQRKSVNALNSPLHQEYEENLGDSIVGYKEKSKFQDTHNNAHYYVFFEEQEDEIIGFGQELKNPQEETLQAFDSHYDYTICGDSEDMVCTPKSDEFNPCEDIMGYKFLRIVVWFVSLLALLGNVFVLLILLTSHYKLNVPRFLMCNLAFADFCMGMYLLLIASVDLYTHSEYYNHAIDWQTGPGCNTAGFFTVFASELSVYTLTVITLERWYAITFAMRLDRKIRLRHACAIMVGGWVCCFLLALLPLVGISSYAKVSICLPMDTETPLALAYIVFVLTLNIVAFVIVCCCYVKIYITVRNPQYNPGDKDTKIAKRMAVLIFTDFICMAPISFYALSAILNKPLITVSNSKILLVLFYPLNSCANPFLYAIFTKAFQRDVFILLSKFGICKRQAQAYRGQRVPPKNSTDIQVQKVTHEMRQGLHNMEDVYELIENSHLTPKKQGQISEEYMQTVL
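Antagonism was scored as loss of TSH-driven cAMP in TSHR cells, stimulated with 4nM TSH (EC80) for 2 hours at 37 deg C and detected by homogeneous HTRF competition immunoassay.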
TRPV1 ag – HTS Assay for Compounds that Act as Agonists of the Vanilloid Receptor 1; 0.19% of 320,000 active; TRPV1-expressing cells, Fluo-8 calcium influx, agonist mode; activation, % at 8.33 µM; AID 540275, 2011; Transient receptor potential cation channel subfamily V member 1 (Homo sapiens), Q8NER1; in the data active = activation above about 80%; inconclusive = between about 30% and that limit; also: 0% is about no effect
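Cells expressing TRPV1 were dye-loaded with Fluo-8 and read kinetically: 10 s baseline, 3 min after compound (agonist portion), then 2 min after EC20 capsaicin (allosteric enhancer portion). Calcium-bound dye fluorescence at 480/520 nm.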
ELG1 repair inh – qHTS screen for small molecules that inhibit ELG1-dependent DNA repair in human embryonic kidney (HEK293T) cells expressing luciferase-tagged ELG1; AID 504467, 2011; HEK293T ELG1-luciferase reporter, luminescence, 16 h; DNA damage induced by 5-fluorouridine; Potency, µM (top dose mostly 46.1 µM), inactives show top-dose activity change, negative = inhibition, usual class: inhibitors; 2.3% of 330,000 active; also: potency is read from the fitted curve at half-maximal effect; % is scaled to controls: 0 for no effect and ±100 for the full control effect; nearly all actives have a fitted effect of over 55% in size
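Overnight (16 hr) co-exposure of 2,000 cells/well to 5-fluorouridine and compound at 37 °C preceded detection. Luciferase was quantified via ONE-Glo luminescence; loss of signal denotes inhibition.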
Starred values were filed as active, the others as inactive; i = inactive; ? = inconclusive; / = no result given; [ ] = dose if it differs, or a comment. Unless noted, calls follow the shape of the dose curve; as a rule, active = well fitted curve in the direction sought with a large enough effect; inconclusive = small, poorly fitted or top-dose-only effect, or another doubt; inactive = no such curve, though single readings can be large; an effect the other way counts as inactive or inconclusive. Some of the compounds tested; rates above refer to the full screens.

SMILES	TCR act	Mito fusion yeast	AT treatment	Eya2 phos inh	KCNH2 3.1 block	USP2a block	KCNH2 WT inh	TSHR antagonist	TRPV1 ag	ELG1 repair inh
COc1c2c(nc3ccccc13)OC(C(C)(O)CO)C2 (configuration not stated)	/	-3%	/	11%	-12	1%	-18	-6	-1	-12%
CC(C)(C)c1ccc(C(=S)N2CCN(c3ccccc3)CC2)cc1	4%	0%	2%	-2%	7	2%	-6	-2	4	2%
CCCCNC(=O)c1onc(CSc2ccc(C(C)C)cc2)c1C(=O)O	2%	1%	-3%	7%	-3	3%	-13	-22	0	0%
Cc1cccc(N(CC(=O)NCc2ccco2)C(=O)CCC(=O)Nc2nccs2)c1C	1%	-3%	0%	-4%	11	2%	-8	12	-3	-1%
CCNCc1cc(OCC)c(OCC(=O)NCCc2ccccc2)cc1Cl	2%	2%	6%	8%	-3	1%	9	28	1	10%
C[C@H](NC(=O)[C@H]1N2C(=O)c3ccccc3C2SC1(C)C)C(=O)N1CCN(C)CC1 (some centres not stated)	3%	-2%	5%	-7%	8	-1%	5	19	1	2%
CC1=NCCN1S(=O)(=O)c1ccc(Br)c(C)c1	/	9%	12%	14%	-2	2%	1	33	1	10%
CCOc1ccccc1-c1nnc(SCC(=O)NC2CC3CCC2C3)n1CC (configuration not stated)	3%	-7%	4%	16%	14	2%	2	1	1	-18%
COc1cc(OC)c(OC)cc1/C=N/NC(=S)NCCN1CCOCC1	6%	-5%	-1%	5%	0	3%	-10	-4	2	-1%
Nc1nc2nccc(-c3ccco3)n2n1	-29%	18%	7%	-30%	26	12%	-16	1	2	?
CC(=O)c1ccc2c(c1)OCCOCCOCCOCCO2	-5%	-1%	-15%	7%	28	-1%	6	-8	2	0%
O=c1cc(N2CCCCC2)c2ccccc2o1	1%	9%	-3%	-6%	13	2%	-9	-8	3	11%
CCN(CC)CCN1C(=O)c2oc3ccccc3c(=O)c2C1c1ccc(C)cc1 (configuration not stated)	-3%	1%	0%	3%	8	2%	22	-6	1	12%
COc1ccc(-c2nc(N3CCC(C)CC3)[nH]c(=O)c2C#N)cc1	6%	-1%	0%	-10%	11	-1%	-42	1	0	0%
CCOc1ccc(N(CC(=O)NC2CCCCC2)S(=O)(=O)c2ccccc2)cc1	2%	-3%	4%	4%	2	1%	-8	-6	-7	-14%
Nc1nnnn1/N=C\c1ccc(Cl)c([N+](=O)[O-])c1	-5%	1%	1%	5%	0	-1%	2	-4	/	?
CCC1ON(C(C)C)C2c3nc4ccccc4n3CC12 (configuration not stated)	-44%	-24%	3%	-1%	10	12%	3	7	-6	?
Cc1noc(C)c1NC(=O)Nc1ccc2c(c1)CC(=O)N([C@H](C)CO)C[C@@H](C)[C@H](CN(C)CC1CCCCC1)O2	-3%	/	-6%	-16%	4	2%	-1	-3	/	22%
Cc1cccc(NC(=S)NC2CC3CCCC(C2)N3Cc2ccccc2)c1C (configuration not stated)	-5%	-3%	2%	7%	-6	2%	/	2	6	0%
Cc1cc(=O)oc(C)c1C(=O)N1CCN(C(c2ccccc2)c2ccccc2)CC1	13%	10%	5%	-16%	-11	-11%	-5	4	5	4%

Entries of single compounds as entered above. Order of values: TCR act | Mito fusion yeast | AT treatment | Eya2 phos inh | KCNH2 3.1 block | USP2a block | KCNH2 WT inh | TSHR antagonist | TRPV1 ag | ELG1 repair inh
`CC1=NCCN1S(=O)(=O)c1ccc(Br)c(C)c1` is entered as / | 9% | 12% | 14% | -2 | 2% | 1 | 33 | 1 | 10%
`O=c1cc(N2CCCCC2)c2ccccc2o1` is entered as 1% | 9% | -3% | -6% | 13 | 2% | -9 | -8 | 3 | 11%

More compounds:
SMILES	TCR act	Mito fusion yeast	AT treatment	Eya2 phos inh	KCNH2 3.1 block	USP2a block	KCNH2 WT inh	TSHR antagonist	TRPV1 ag	ELG1 repair inh
O=C(O)CCCN(Cc1cccc(Br)c1)S(=O)(=O)c1ccc(Br)cc1	-1%	-2%	3%	16%	5	-4%	-1	13	-5	?
O=C(CSCc1ccc([N+](=O)[O-])cc1)Nc1ccc(S(=O)(=O)N2CCCCCC2)cc1	-5%[46.1 µM]	13%	-7%	2%	-14	3%	-10	-6	26	-22%
O=S(=O)(c1ccccc1)N1CCN(C(=S)Nc2ccccc2)CC1	0%	1%	-4%	6%	-9	-1%	-5	20	7	-10%
CN(Cc1ccccc1)CC(O)COc1ccc(CNCCOc2cccnc2)cc1 (configuration not stated)	2%	-3%	3%	4%	11	4%	-13	-7	1	4%
Cn1nnnc1SCC(=O)Nc1ccccc1Br	4%	2%	-4%	12%	5	-1%	1	19	-3	-1%
COc1ccc(-c2nc(CN3CCN(c4ncnc5ccccc45)CC3)c(C)o2)c(OC)c1	2%	-9%	-4%[11.5 µM]	0%	20	-3%	-2	-17	-2	7.3µM*
Cc1ccc2nc(C)c(C(=O)NN=C3CCCCCC3)n2c1	2%	-3%	3%	3%	-6	1%	2	14	8	?
c1ccc(-c2cn(C[C@H]3CC[C@H](Cn4cc(-c5ccccn5)nn4)O3)nn2)nc1	-5%	2%	1%	11%	2	1%	-5	31	-9	14%
COC(=O)c1sc2nc(C)c([N+](=O)[O-])c(C)c2c1N	6%[46.1 µM]	-21%	2%	-3%	/	-1%	3	-11	2	19%
C[C@@H](NC(=O)[C@@H]1Cc2ccccc2CN1)C(=O)NC1CCCC1	-5%	-1%	-2%	5%	3	2%	6	-8	-1	9%
COc1ccc(C2SCCN2S(=O)(=O)c2ccccc2)cc1 (configuration not stated)	6%	-15%	5%	8%	0	1%	14	-15	1	-16%
CC(=O)c1cc2cc(O)ccc2o1	2%	2%	-2%	9%	-4	0%	4	33	-2	2%
O=C(COC(=O)/C=C/c1ccc(OC(F)F)cc1)NC1CCCCC1	-2%	-5%	-1%	4%	-3	-4%	9	4	1	3%
Cc1[nH]nc(-c2ccc(O)c(C)c2O)c1-c1cnn(-c2ccccc2)c1	0%	24%	-14%	-10%	7	1%	-14	-27	2	?
COc1ccc(C2C(C(=O)O)CC(=O)N2c2ccc(OC)cc2)cc1 (configuration not stated)	3%	1%	4%	-10%	-11	0%	-3	4	18	3%
C=CCN1C(=O)c2ccc(C(=O)OCC(=O)N(C)C3CCCCC3)cc2C1=O	0%	-5%	-1%	-4%	-4	1%	5	-9	0	-3%
Nc1ccc(Cl)c(S(=O)(=O)Nc2cccc(Cl)c2)c1	-5%	4%	-7%	-8%	11	2%	-7	4	-7	7%
CC1(c2ccccc2)NC(=O)N(CC(=O)Nc2cccc(C#N)c2)C1=O (configuration not stated)	-2%	1%	27%	9%	-24	-6%	3	2	22	-11%
COCCCn1c(SCC(=O)Nc2oc(C)c3c(C)n[nH]c(=O)c23)nc2sc3c(c2c1=O)CCC3	7%	-4%	-2%	-7%	13	4%	-14	-7	-2	?
Cc1cc(Oc2ccc(OCC(N)=O)nn2)nc(Cl)n1	-2%	-2%	-5%	-3%	5	3%	i	-5	0	5%
C/C(=N\NC(=O)c1ccc(Cl)cc1)c1cccs1	7%	6%	9%	-11%	-15	-3%	21	-5	12	?
Fc1ccc2c(c1)c1n[nH]c(=S)nc1n2CCc1ccccc1	-25%	-8%	-12%	14%	-25	4%	-5	-14	-4	-3%
Cc1ccc(N2C(=O)CC(Sc3ncccn3)C2=O)cc1C (configuration not stated)	-4%	-21%	-7%	8%	5	0%	10	2	-4	-9%
CC(/C=N/NC(=O)c1cc(-c2cccn2C)n[nH]1)=C\c1ccccc1	0%	2%	-9%	4%	-12	1%	5	-15	-9	-19%
CC1(C)Cc2c(c(-c3ccccc3)nc3[nH][nH]c(=O)c23)CO1	2%	-4%	0%	0%	19	3%	12	-6	-1	-6%
O=C(COC(=O)c1cc(S(=O)(=O)N2CCOCC2)ccc1Cl)NCc1ccccc1	1%[46.1 µM]	/	1%	1%	-3	-2%	-2	3	/	2%
CSc1ncc(C(=O)Nc2cccc(C)c2C)c(C)n1	1%	1%	-5%	2%	0	-2%	1	-7	-6	11%
Cc1noc(C)c1CSc1nnc(-c2ccncc2)n1-c1cccc(Cl)c1C	2%	4%	21%	6%[15.4 µM]	1	1%	-3	-35	-5	?

Source: PubChem
